Compound activity as filed in PubChem BioAssay.
TWEAK-Fn14 inh = TWEAK-Fn14 signaling inhibition. TWEAK-stimulated Fn14 reporter cells, luciferase luminescence, 8 h. inhibition, % at 10 µM. actives 2% (n = 360,000); in the data active = inhibition above about 50%
NOD2-RIPK2 inh = blocks binding of human NOD2 to RIPK2. O43353. CHO BLA complementation NOD2-RIPK2, CCF4 ratio. inhibition, % at 4.98 µM. actives 0.38% (n = 360,000). AID 624267; in the data active = inhibition above about 21%;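 note: 0% = vehicle only and 100% = reference blocker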
TLR9-MyD88 inh = TLR9-MyD88 interaction inhibition. Q9NR96+Q99836. CHO BLA complementation TLR9-MyD88, CCF4 FRET ratio. inhibition, % at 4.98 µM. actives 0.21% (n = 340,000). AID 504734;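 active = inhibition above the mean over all tested compounds plus 3 SD, cut at about 21% in these data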;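 note: 0% = DMSO only wells and 100% = clavulanate BLA inhibitor control wells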
TROY signal inh = blocks TROY-dependent signaling in reporter cells. actives 0.98% (n = 360,000). Q293 LMP1-TROYcd NF-kB luciferase reporter, 4 h. inhibition, % at 10 µM;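 active = compounds whose plate-normalised and pattern-corrected inhibition of the luciferase reporter signal at the single screening dose is 50% or more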
SRC3 inh = human NCOA3 inhibition | HEK293 GAL4-SRC3 luciferase reporter, luminescence | inhibition, % at 3.6 µM | actives 0.17% (n = 360,000) | AID 588352;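 active = inhibition above a per-campaign cutoff, the mean of all compounds plus 3 SD, cut at about 60% in these data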;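 note: 0% = DMSO-treated cells and 100% = gossypol-treated cells at 36 µM; higher means less SRC3-driven luciferase light from the GAL4 reporter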
LRH-1 inv ag = NR5A2 inverse agonism in reporter assay; inhibition, % at 3.6 µM; AID 602396; actives 0.13% (n = 360,000); O00482; HEK293T StAR-luciferase reporter, LRH-1 transfected, 24 h;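 active = inhibition above the mean inhibition of all tested compounds plus 3 SD, cut at about 73% in these data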;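 note: 0% = DMSO wells and 100% = reporter-only cells lacking LRH-1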
NCOA1 inh = human NCOA1 inhibition; actives 0.12% (n = 360,000); HEK293 GAL4-SRC1 luciferase reporter, luminescence; Q15788; inhibition, % at 3.6 µM;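 active = inhibition above the campaign mean plus 3 SD, with each screening campaign given its own cutoff, cut at about 60% in these data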;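 note: 0% = DMSO treated cells and 100% = gossypol at 36 µM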
ABHD5-PLIN5 inh = blocks binding of human ABHD5 to perilipin-5. Q00G26+Q8WTS1. Split G. princeps luciferase complementation, luminescence, 4 h. inhibition, % at 4 µM. actives 0.78% (n = 360,000);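 active = inhibition above the mean inhibition across every tested compound plus 3 SD, cut at about 22% in these data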;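 note: 0% = DMSO only wells and the 100% control is not disclosed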
Target sequence (Q00G26 whole entry, looked up): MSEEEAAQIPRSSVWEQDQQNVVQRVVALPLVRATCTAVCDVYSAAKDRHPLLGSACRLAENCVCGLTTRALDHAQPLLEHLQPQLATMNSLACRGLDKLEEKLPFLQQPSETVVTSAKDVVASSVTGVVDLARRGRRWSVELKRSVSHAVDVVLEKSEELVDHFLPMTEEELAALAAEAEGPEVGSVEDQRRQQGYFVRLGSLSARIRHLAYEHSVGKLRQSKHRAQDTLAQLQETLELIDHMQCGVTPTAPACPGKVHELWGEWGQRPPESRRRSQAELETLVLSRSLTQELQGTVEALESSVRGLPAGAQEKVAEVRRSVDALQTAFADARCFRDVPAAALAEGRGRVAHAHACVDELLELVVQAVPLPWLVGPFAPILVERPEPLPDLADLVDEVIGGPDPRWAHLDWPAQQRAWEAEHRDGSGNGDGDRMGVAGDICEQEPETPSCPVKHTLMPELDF
Target sequence (Q8WTS1 whole entry, looked up): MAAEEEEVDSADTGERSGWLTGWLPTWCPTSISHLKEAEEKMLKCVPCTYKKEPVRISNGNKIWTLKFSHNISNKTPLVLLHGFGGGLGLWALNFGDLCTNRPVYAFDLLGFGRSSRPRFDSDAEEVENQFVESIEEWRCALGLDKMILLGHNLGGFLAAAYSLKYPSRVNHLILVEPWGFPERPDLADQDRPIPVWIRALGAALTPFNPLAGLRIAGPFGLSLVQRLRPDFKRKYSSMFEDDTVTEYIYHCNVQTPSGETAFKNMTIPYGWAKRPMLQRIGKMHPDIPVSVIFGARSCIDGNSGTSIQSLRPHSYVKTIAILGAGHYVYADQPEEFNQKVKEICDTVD
NCOA2 inhibitor = inhibits human steroid receptor coactivator 2; Q15596; HEK293 GAL4-SRC2 luciferase reporter, luminescence; inhibition, % at 9 µM; actives 0.17% (n = 370,000);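 active = inhibition above the mean inhibition of all tested compounds plus 3 SD, set per campaign, cut at about 52% in these data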;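 note: 0% = DMSO treated cells and 100% = cells given Gossypol at 36 µM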
Exocytosis inh = lytic granule exocytosis inhibition; TALL-104 LAMP-1 surface exposure, flow cytometry; cells stimulated with thapsigargin and PMA; inhibition, % at 10 µM; actives 0.66% (n = 360,000); AID 651702;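 active = inhibition above about 55%, limit read from the data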
NR2F2 inh = NR2F2 (human) inhibition, primary screen; AID 686940; P24468; inhibition, % at 8.6 µM; actives 0.7% (n = 370,000); HEK293T NGFI-A luciferase reporter, luminescence;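 active = inhibition above a per-plate cutoff, mean inhibition of test wells between control levels plus 3 SD, cut at about 38% in these data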;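 note: cells cotransfected with COUP-TFII expression vector driving the NGFI-A reporter; 0% = median of COUP-TF2 test wells and 100% = reporter-only cells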
* marks the source's active call; other numbers are inactive results; . = no result given. Some of the compounds tested. The share of hits here may be higher or lower than overall.

nr	SMILES	TWEAK-Fn14 inh	NOD2-RIPK2 inh	TLR9-MyD88 inh	TROY signal inh	SRC3 inh	LRH-1 inv ag	NCOA1 inh	ABHD5-PLIN5 inh	NCOA2 inhibitor	Exocytosis inh	NR2F2 inh
1	O=C(CNC(=O)c1ccc2ccccc2c1)NC1CCCCC1	-12	0	-8	-26	-4	0	-13	-4	1	4	-1
2	Cc1cccc(N(Cc2ccccc2)C(=O)c2ccccc2F)c1	4	0	-8	2	15	3	-3	3	2	-5	5
3	CCN1C(Nc2ccccc2)=NC[C@@H]1C	7	-8	5	-12	3	4	-4	0	18	-12	-1
4	COc1ccc(C(=O)NN2CCCCC2)cc1OC	0	-1	-9	8	-3	26	-7	4	-5	-2	-1
5	O=C(NCc1ccccc1)C(=O)NCC1CCCN1S(=O)(=O)c1cccs1 (stereo not given)	4	-12	-1	-3	8	1	-13	-1	-1	1	13
6	COc1ccc(C2=Nc3cc(C)ccc3OC2)cc1	28	-2	-4	32	-122	-178	-141	3	-15	0	-42
7	Cc1ccc(C(=O)OCc2cc(=O)n3ccsc3n2)s1	-4	-13	-9	-58	5	9	-7	-6	-19	0	0
8	COc1cc(NC(C)=O)c2ncccc2c1Br	-22	-10	9	-1	-1	-3	10	-3	12	12	16
9	CCNC(=O)C1(C)CCN(C(=O)c2cccc3ccccc23)C1 (stereo not given)	41	-2	.	4	-22	-12	0	7	-3	6	0
10	O=[N+]([O-])c1cccc(/C=N/Nc2cc(Cl)nc(-c3ccccc3)n2)c1	27	1	9	10	9	-9	3	1	-29	-1	6
11	CCCC(=O)Nc1nnc(COC)s1	-5	0	-2	7	4	-5	1	7	15	0	0
12	CCOP(=O)(OCC)C(Nc1ccccc1)c1cccnc1 (stereo not given)	-1	-2	-1	8	25	20	-1	-4	3	2	5

Compounds 5 to 12 of the list above:
nr	SMILES	TWEAK-Fn14 inh	NOD2-RIPK2 inh	TLR9-MyD88 inh	TROY signal inh	SRC3 inh	LRH-1 inv ag	NCOA1 inh	ABHD5-PLIN5 inh	NCOA2 inhibitor	Exocytosis inh	NR2F2 inh
5	O=C(NCc1ccccc1)C(=O)NCC1CCCN1S(=O)(=O)c1cccs1 (stereo not given)	4	-12	-1	-3	8	1	-13	-1	-1	1	13
6	COc1ccc(C2=Nc3cc(C)ccc3OC2)cc1	28	-2	-4	32	-122	-178	-141	3	-15	0	-42
7	Cc1ccc(C(=O)OCc2cc(=O)n3ccsc3n2)s1	-4	-13	-9	-58	5	9	-7	-6	-19	0	0
8	COc1cc(NC(C)=O)c2ncccc2c1Br	-22	-10	9	-1	-1	-3	10	-3	12	12	16
9	CCNC(=O)C1(C)CCN(C(=O)c2cccc3ccccc23)C1 (stereo not given)	41	-2	.	4	-22	-12	0	7	-3	6	0
10	O=[N+]([O-])c1cccc(/C=N/Nc2cc(Cl)nc(-c3ccccc3)n2)c1	27	1	9	10	9	-9	3	1	-29	-1	6
11	CCCC(=O)Nc1nnc(COC)s1	-5	0	-2	7	4	-5	1	7	15	0	0
12	CCOP(=O)(OCC)C(Nc1ccccc1)c1cccnc1 (stereo not given)	-1	-2	-1	8	25	20	-1	-4	3	2	5

Following part
nr	SMILES	TWEAK-Fn14 inh	NOD2-RIPK2 inh	TLR9-MyD88 inh	TROY signal inh	SRC3 inh	LRH-1 inv ag	NCOA1 inh	ABHD5-PLIN5 inh	NCOA2 inhibitor	Exocytosis inh	NR2F2 inh
13	CN(CC(=O)Nc1c(Cl)cccc1Cl)C(=O)CNC(=O)c1sc2ccccc2c1Cl	-22	9	-2	2	1	-23	-16	2	18	-2	4
14	Cn1c(SCC(=O)NC2CC2)nnc1C(F)(F)F	-9	-7	6	-4	14	-5	2	3	2	4	15
15	Cc1ccc(OCC(=O)N2CCc3ccccc32)cc1	-7	-1	4	-67	-73	-111	-67	-8	-44	-3	-70
16	OCC1(Cc2ccccc2)CCN(Cc2cccc(F)c2F)CC1	6	-14	-2	14	12	-8	0	1	-11	-3	6
17	CC1CN(C(=O)N(C)C)CCN1C(=O)N(C)C (stereo not given)	3	-5	-1	17	9	-7	-12	-2	-14	0	6
18	O=C(NCCc1nc2ccccc2[nH]1)c1cc([N+](=O)[O-])cc([N+](=O)[O-])c1	5	-3	1	-1	15	-19	-17	2	9	0	13
19	CC(=O)Nc1ccc(S(=O)(=O)NCCSc2ccccn2)cc1	0	-5	1	-24	20	16	-26	-3	-31	-2	-8
20	CCC1(c2ccccc2)NC(=O)N(CC(=O)NCc2ccncc2)C1=O (stereo not given)	2	-8	-14	5	-1	11	-1	3	4	17	-3
21	CSc1nnc(-c2ccco2)c(-c2ccco2)n1	-2	11	6	-2	-2	15	-38	14	-1	-2	-9
22	O=C(NCc1ccc(F)cc1)c1cc(C2CCCCN2C(=O)CCCc2ccccc2)on1 (stereo not given)	2	-27	.	3	-27	-7	9	5	-1	2	10
23	O=c1[nH]c(CSc2nc3ccccc3o2)nc2c1cnn2-c1ccccc1	11	-4	-13	11	-3	7	41	-7	-19	3	-16
24	COc1ccc(CCn2nnnc2C(c2ccccc2)N2CCN(C)CC2)cc1OC (stereo not given)	-5	-8	0	9	-14	7	-35	-1	-2	0	18
25	C=CCOc1c(Br)cc(/C=N/Nc2ccc(C(=O)O)cc2)cc1OCC	11	-6	-10	31	-48	-174	-80	-2	-65	10	-21
26	O=S(=O)(c1ccc(F)cc1)N1CCCC(c2nc(-c3ccc(F)cc3)no2)C1 (stereo not given)	-2	-7	3	2	-5	-13	-4	-6	-26	-5	-1
27	C[C@@H](CN1C(=O)C(=O)NC[C@@H]1Cc1ccc(O)cc1)NC(=O)Cc1ccccc1	-2	-6	7	-4	-11	1	2	-1	2	-4	-18
28	CCc1ccc(N2C(=O)C3C(C2=O)N2CCCN2C3c2ccccc2)cc1 (stereo not given)	-9	-7	-5	1	16	-7	9	-1	9	0	-6
29	CCc1noc(C)c1C(=O)N(CC)CC(=O)NCc1ccc(F)cc1	6	-2	12	-9	1	-13	-1	-8	-26	8	-10
30	CCC1=CC(c2ccccc2)n2ncnc2N1 (stereo not given)	-3	6	-16	9	-20	16	-4	-4	16	-6	4
31	CCOC(=O)Cn1c(=O)oc2cc(S(=O)(=O)NCCC(C)C)ccc21	-10	-7	0	-7	14	15	-23	0	27	-1	-9
32	CC(C)N1C(=O)NC2NC(=O)N(C(C)C)C21 (stereo not given)	-1	-1	.	2	-2	-25	5	0	16	2	4
33	CCc1ccc(C(=O)C(C)OC(=O)c2cccc(S(=O)(=O)N3CCOCC3)c2)cc1 (stereo not given)	12	-12	-4	4	-7	18	4	4	2	-2	3
34	O=C(c1ccc(COc2ccc(Cl)cc2)cc1)N1CCCCC1	-12	0	8	-21	-46	-52	-51	7	-29	-2	-36
35	N/C(=N\O)c1ccccc1N1CCCCC1	-1	-9	7	10	7	13	-21	1	18	0	2
36	CC1CCC/C(=N/NC(=O)c2ccccc2-n2cccc2)C1 (stereo not given)	6	7	0	17	9	-13	7	-5	-10	0	-3
37	O=C(CCc1ccccc1)N=C1SC2CS(=O)(=O)CC2N1c1ccc(F)cc1 (stereo not given)	-7	-4	-5	-7	9	-1	0	-3	4	22	-1
38	COc1ccc(S(N)(=O)=O)cc1C(=O)OCCCC(=O)c1ccccc1	-11	0	-2	-27	5	16	-28	-10	-16	-3	-7
39	Cc1noc(C)c1COC(=O)c1cccc(S(=O)(=O)N2c3ccccc3CC2C)c1 (stereo not given)	53*	6	-3	19	6	-7	2	0	31	4	22
40	CCCC(=O)C1=C(N2CCCCC2)CC(C)(C)C(C(=O)OC)C1=O (stereo not given)	11	-2	-2	17	-2	0	0	2	5	0	1
41	CC[C@H](C)[C@H]1CNC(=S)N1CC1CCN(CCC(C)(C)C)CC1	9	-7	5	-17	9	19	-16	-2	18	-3	-15
42	C/C(=N\NC(=O)Cc1cccn1C)c1cccc2ccccc12	-16	4	9	-48	1	-9	7	-2	-16	0	6
43	COc1cccc(CNC(=O)C2CCN(Cc3cnn(-c4ccccc4)c3-n3cccc3)CC2)c1	13	0	3	37	-18	5	4	0	33	0	12
44	CCOc1ccc(-c2cnc(NCc3cccc4ccccc34)n2CCOC)cc1	12	-3	-2	14	-4	3	12	7	16	111*	-14
45	Cc1cc(C(=O)N2CCc3ccccc32)ccc1[N+](=O)[O-]	-13	1	3	-26	-8	4	-7	1	-18	1	-19
46	COc1cccc(N2CCN(C(=S)Nc3cc(C)cc(C)c3)CC2)c1	3	-3	18	12	13	-12	-17	4	15	0	-23
47	O=C(NCc1cccnc1)c1cn(CCc2ccccc2)nn1	-6	-1	-6	5	2	6	-9	1	-16	0	-4
48	CC(CN1CCOCC1)OC(=O)C(c1ccccc1)c1ccccc1 (stereo not given)	-7	9	-8	-14	2	-2	-30	3	-8	2	-16
49	COc1ccc(N(CC(=O)Nc2cccc(C)c2)S(=O)(=O)c2ccc(C)cc2)cc1OC	-16	-3	2	-10	5	8	-2	-3	7	4	-2
50	O=C(NC(=S)N1CCc2ccccc21)c1ccccc1Cl	-26	2	-13	-34	-17	-7	-15	-1	-2	-8	-18
51	NC(=O)NC(=O)CN1C(=O)NC(c2ccccc2)(c2ccccc2)C1=O	17	-5	-20	-4	21	-17	6	-3	-17	27	-1
